# High-throughput results (PubChem)
# Phagocytosis inh: macrophage phagocytosis inhibition. J774A.1 macrophage IgG-bead phagocytosis, imaging. inhibition, % at 5 µM. 110,000 compounds, 0.07% hits;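 active means inhibition above the mean of the plate negative controls plus 5 SD, cut at about 13% in these data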;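 further: phagocytic index as fraction of beads internalized from green versus red external bead signal; plate controls were DMSO negative control for no effect and cytochalasin-D positive control for full effect; some results beyond the cut were filed as inactive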
# Yeast growth inh: reduces growth of yeast BB579 in restrictive medium; S. cerevisiae BB579 growth, OD615, 48 h; inhibition, % at 10 µM; 140,000 compounds, 0.51% hits; AID 804;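 active means inhibition above a set limit, 3 SD over the mean compound inhibition, cut at about 44% in these data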; further: inactives centre near -24
#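 Assay system – yeast BB579 (DeaD) · Dosing – single compound dose of 10 µM, 0.25% DMSO final · Detection – OD615 turbidity measurement · Buffer or medium – CSMM-D restrictive synthetic medium containing dextrose (glucose) · Benchmarks – positive control amphotericin B 10 µg/mL · Incubation – 48 h exposure, 30 °C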
# HCT116 PTEN-null: PTEN-deleted cell growth suppression; HCT116 PTEN-null viability, CellTiter-Glo, 60 h; stronger effect = lower value; viability, % at 10 µM; 140,000 compounds, 1.2% hits; AID 827;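 active means viability at or below a set limit, 4 SD under the median of all tested compounds, cut at about 3.7% in these data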;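 further: PTEN knockout HCT116 line with beta catenin targeted HCT116 as companion control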
# Yeast life ext: extends the lifespan of yeast. S. cerevisiae growth with nicotinamide, OD615; deaD strain in restrictive glucose medium. inhibition of the nicotinamide effect, % at 10 µM. 130,000 compounds, 0.68% hits. AID 775;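 active means inhibition above a set limit, placed 3 SD over the median of all compounds, cut at about 26% in these data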;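 further: 0% = nicotinamide-treated wells and 100% = cells grown without nicotinamide; some compounds called inactive have numbers as strong as hits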
#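 Assay system: engineered S. cerevisiae DeaD replicative-lifespan strain, galactose-grown log-phase cells; Buffer or medium: CSMM-D glucose medium, restrictive; Probe or stimulus: nicotinamide 1.5 mM; Compound: single dose 10 µM compound, 0.25% DMSO; Schedule: 4 h preincubation then 48 h treatment at 30 °C; Technique: OD615 measurement.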
# bCat KO growth: beta-catenin-lacking colon tumor cell growth suppression; 140,000 compounds, 1.5% hits; viability, % at 10 µM; HCT116 beta-catenin knockout viability, CellTiter-Glo, 60 h; stronger effect = lower value; AID 818;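 active means viability at or under a set limit, the compound median less 4 SD, cut at about 6% in these data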;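 further: 0% = Hyamine 1622 control at 20 µM and 100% = untreated cell control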
# E-sel TNF inh: TNF alpha driven E-selectin expression inhibition. 120,000 compounds, 0.71% hits. AID 1246. HUVEC TNFa-induced E-selectin immunofluorescence, high content. inhibition, % at 2 µM;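 active means inhibition above the batch mean plus 3 SD, and confirmed as a hit on visual image review, cut at about 43% in these data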;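 further: 0% = TNF-stimulated DMSO wells and 100% = unstimulated control wells; not every result past the cut was called active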
# NPY-Y2 antag: blocks the human neuropeptide Y Y2 receptor; P49146; NPY-Y2 expressing cells, antagonist mode; inhibition, % at 2.7 µM; 140,000 compounds, 0.99% hits; in the data active means inhibition above about 17%;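 further: 0% = vehicle with agonist challenge and 100% = reference antagonist with challenge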
# Target sequence (P49146 whole entry, looked up): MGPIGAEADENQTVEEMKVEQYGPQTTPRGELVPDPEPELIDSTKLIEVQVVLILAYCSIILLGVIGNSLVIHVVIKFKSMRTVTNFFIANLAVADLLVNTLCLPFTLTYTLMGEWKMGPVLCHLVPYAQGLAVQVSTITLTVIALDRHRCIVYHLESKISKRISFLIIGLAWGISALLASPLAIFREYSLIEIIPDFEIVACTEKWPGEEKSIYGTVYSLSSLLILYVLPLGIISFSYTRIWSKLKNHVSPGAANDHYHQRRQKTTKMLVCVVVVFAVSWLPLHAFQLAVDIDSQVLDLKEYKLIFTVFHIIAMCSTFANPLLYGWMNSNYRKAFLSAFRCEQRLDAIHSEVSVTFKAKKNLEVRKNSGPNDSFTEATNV
# GALR2 blocker: antagonists of human galanin receptor 2 (GALR2). 140,000 compounds, 0.39% hits. O43603. GALR2-expressing cells, antagonist mode. inhibition, % at 4 µM; in the data active means inhibition above about 27%;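 further: cells stimulated with galanin 1-16 at roughly its EC80; 0% = agonist challenge control and 100% = basal control without agonist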
# Target sequence (O43603 whole entry, looked up): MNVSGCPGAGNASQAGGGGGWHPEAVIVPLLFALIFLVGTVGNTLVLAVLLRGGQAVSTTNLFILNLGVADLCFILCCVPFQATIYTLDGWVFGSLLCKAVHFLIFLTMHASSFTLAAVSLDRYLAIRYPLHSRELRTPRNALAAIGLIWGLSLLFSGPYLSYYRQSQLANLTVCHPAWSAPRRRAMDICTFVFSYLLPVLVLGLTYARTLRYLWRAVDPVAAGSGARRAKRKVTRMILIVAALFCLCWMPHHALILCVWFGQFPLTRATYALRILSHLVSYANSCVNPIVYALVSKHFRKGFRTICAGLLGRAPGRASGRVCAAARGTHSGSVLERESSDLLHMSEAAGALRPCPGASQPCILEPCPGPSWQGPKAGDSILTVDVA
# MRP-1 activ: MRP-1 activation. H69AR cells + doxorubicin, viability rescue, CellTiter-Glo. viability increase, % at 10 µM. 140,000 compounds, 0.61% hits. AID 799;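 active means viability gain under doxorubicin at or above a set limit, the compound median plus 3 SD, cut at about 4.7% in these data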;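 further: MRP-1 overexpressing cells given doxorubicin 25 µM after compound pretreatment; 18-22 h compound pretreatment then 72 h with doxorubicin before readout; 0% = doxorubicin-only wells and 100% = vehicle-treated cells without doxorubicin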
# Measles CPE: protection of cells from measles virus; protection (pct of control), % at 4 µM; 140,000 compounds, 1.5% hits; AID 841; Measles virus-infected cells, CPE protection, absorbance; in the data active means protection mostly above about 24%, no sharp cut-off; inactive means mostly below about 26%; further: some compounds called inactive have numbers as strong as hits
# Active calls of the source: *; x = not tested or not shown.
# The line under a structure holds: Phagocytosis inh	Yeast growth inh	HCT116 PTEN-null	Yeast life ext	bCat KO growth	E-sel TNF inh	NPY-Y2 antag	GALR2 blocker	MRP-1 activ	Measles CPE
> CCC(C)[C@H](NC(=O)NC1CCN(Cc2ccccc2)CC1)C(=O)OC (stereo not given in full)
  -1	-31	109	-13	96	1	2	-9	0.6	7
> CCOC(=O)C1(P(=O)(c2ccccc2)c2ccccc2)CCC1
  1	-7	98	1	91	4	-1	0	-0.6	7
> N#Cc1ccc(N2C(=O)[C@@H]3C(C(=O)c4ccc5ccccc5n4)=NN[C@@H]3C2=O)cc1
  3	-10	68	-6	79	x	0	-5	9.3*	8
> O=C(c1ccccc1)N1CCN(C2C3CC4CC(C3)CC2C4)CC1 (stereo not given)
  0	-14	73	0	65	-21	0	-2	3.6	10
> Cc1cccc(N(C(=O)Nc2ccccc2)C2=NCC(C)S2)c1 (stereo not given)
  0	-21	88	-7	85	x	4	-3	-1.2	7
> CCN(CC)S(=O)(=O)c1cccc(-c2n[nH]c(=S)n2/N=C/c2ccc(C(=O)OC)cc2)c1
  -6	-2	102	-2	97	-10	0	-11	-3.4	15
> COc1ccc2c(C)c(C(=O)O)oc2c1
  0	31	90	-9	81	-43	2	9	0.9	6
> O=C(COC(=O)C1CC(=O)N(c2nc(-c3ccccc3)cs2)C1)c1ccccc1 (stereo not given)
  0	-26	98	-10	80	-20	5	7	-0.3	5
> CCN(C(=O)CSc1nc2cc(C(F)(F)F)ccc2n1Cc1ccccc1)C1CCS(=O)(=O)C1 (stereo not given)
  -5	14	64	0	58	20	8	-3	-3.7	3
> O=C(c1cnn2c(C(F)F)cc(C3CC3)nc12)N1CCCC1
  -1	-4	96	107*	107	3	2	-11	-0.4	11
> O=C(COC(=O)c1ccc(N2CCOCC2)c([N+](=O)[O-])c1)Nc1ccc2c(c1)OCO2
  -6	-21	97	-1	95	x	6	-10	-1.7	5
> COc1cccc2cc(C(=O)N3CCN(c4ccc(C)cc4C)CC3)c(=O)oc12
  1	-18	88	-8	89	x	5	-3	-1.8	7
> Cc1cc2cc(CN(Cc3ccco3)S(=O)(=O)c3c(C)ccc4nsnc34)c(=O)[nH]c2cc1C
  x	-49	82	-23	89	24	-1	-1	-3.8	12
> NC(=O)CSc1nc2cc3c(cc2c(=O)n1CCCC(=O)NCc1ccc2c(c1)OCO2)OCO3
  1	-27	36	-12	55	-30	4	-1	-2.0	3
> Nc1c(C(=O)C2CC2)sc2nc(-c3cccs3)cc(C(F)(F)F)c12
  -2	-30	25	-14	34	-2	0	17	-3.8	4
> CC(C)(C)NC(=O)CSc1nnc(-c2ccncc2)o1
  -5	-22	98	4	86	8	3	-5	-1.9	4
> Cc1ccc(C(=O)/C=C/NCc2ccc(F)cc2)cc1
  0	-14	92	16	103	-2	4	15	-0.4	10
> FC(F)(F)c1cc(C(F)(F)F)c2ccc(N3CCN(c4ccccc4)CC3)nc2n1
  -3	-20	81	-3	74	6	0	14	-2.6	9
> Cn1c(=O)c2c(nc(SCCN3CCOCC3)n2Cc2cccc3ccccc23)n(C)c1=O
  3	-61	91	-9	88	10	4	-2	-2.2	98*
> CN=c1scc(-c2cc(OC)ccc2OC)n1/N=C/c1c(C)[nH]c2ccccc12
  -9	-18	70	-4	72	11	-3	16	1.9	8
> COc1ccc(OCCCC(=O)Nc2ccc3c(c2)OCO3)cc1
  -1	-36	100	-9	107	10	2	-9	-1.2	10
> Cc1cc(NC(=O)/C=C/c2cccc(F)c2)n(-c2nc3ccccc3[nH]2)n1
  -9	-9	38	-1	50	x	0	-3	-4.3	15
> CCNC(=S)N/N=C/c1sc(N2CCCCC2)nc1-c1cccs1
  1	-54	79	-1	81	-6	2	11	-1.6	9
> O=C(NCCC1=CCCCC1)C(c1ccccc1)c1ccccc1
  2	-32	79	0	80	31	12	1	-1.0	18
> O=C(C1CCN(S(=O)(=O)c2cccc3nsnc23)CC1)N1CCn2c1nc1ccccc12
  x	-9	75	-20	80	x	-1	-5	-0.1	0
> c1ccc(CNc2nc3ccccc3[nH]2)cc1
  -1	-24	73	-5	78	x	4	-5	-1.7	5
> CSc1nc2[nH]ncc2c(=O)[nH]1
  0	-16	106	6	100	x	3	9	0.0	5
> CCOC(=O)CSc1nc2cc(C(=O)OC)ccc2c(=O)n1CCN1CCOCC1
  x	14	88	-25	99	44	1	-4	-3.7	8
> Cc1ccc(/C=N/NC(=O)CNC(=O)COc2ccccc2)cc1
  -4	-4	103	-5	95	6	2	0	2.6	24
> Nc1ccc(Nc2ccccc2)c(Cl)c1
  0	-37	95	-8	93	x	2	-8	-4.0	20

# Laid out differently: entries from further up.
smiles,Phagocytosis inh,Yeast growth inh,HCT116 PTEN-null,Yeast life ext,bCat KO growth,E-sel TNF inh,NPY-Y2 antag,GALR2 blocker,MRP-1 activ,Measles CPE
Cc1cc2cc(CN(Cc3ccco3)S(=O)(=O)c3c(C)ccc4nsnc34)c(=O)[nH]c2cc1C,x,-49,82,-23,89,24,-1,-1,-3.8,12
Nc1c(C(=O)C2CC2)sc2nc(-c3cccs3)cc(C(F)(F)F)c12,-2,-30,25,-14,34,-2,0,17,-3.8,4
COc1ccc(OCCCC(=O)Nc2ccc3c(c2)OCO3)cc1,-1,-36,100,-9,107,10,2,-9,-1.2,10
O=C(COC(=O)c1ccc(N2CCOCC2)c([N+](=O)[O-])c1)Nc1ccc2c(c1)OCO2,-6,-21,97,-1,95,x,6,-10,-1.7,5
Cc1ccc(C(=O)/C=C/NCc2ccc(F)cc2)cc1,0,-14,92,16,103,-2,4,15,-0.4,10

# Remaining list, next part.
# The line under a structure holds: Phagocytosis inh	Yeast growth inh	HCT116 PTEN-null	Yeast life ext	bCat KO growth	E-sel TNF inh	NPY-Y2 antag	GALR2 blocker	MRP-1 activ	Measles CPE
> CCOC(=O)N/N=C\C=C\c1ccc2c(c1)OCO2
  -6	-33	107	-2	104	9	1	-6	0.4	26
> O=C(COc1ccccc1)N1CCN=C1c1ccccc1
  0	-21	99	-7	90	26	2	-7	-1.2	5
> CCOC(=O)COc1ccc(S(=O)(=O)NCc2cccnc2)cc1
  -2	-33	104	-8	109	17	-2	11	0.0	5
> O=C(CSc1nnc(C2COc3ccccc3O2)o1)N1CCCc2ccccc21 (stereo not given)
  -2	-30	80	-11	77	-12	7	-4	-0.7	17
> NC(=O)c1ccccc1NC(=O)NC1CCCCC1
  x	-24	94	x	93	-11	0	2	-2.8	4
> COCCCn1c(SCC(=O)Nc2ccc3c(c2)OCCO3)nnc1-c1ccoc1C
  0	-21	76	-14	80	x	-1	0	-1.6	5
> O=C(CSc1ccccc1)NCc1ccccn1
  -10	-51	92	1	98	x	3	-7	-2.7	14
> O=C(COC(=O)c1cccnc1Nc1ccccc1F)NC1CC1
  0	-55	91	2	88	x	1	5	-0.1	17
> O=C(Cn1cnc2ccccc21)NCc1ccccc1
  2	-25	99	-3	87	-2	2	8	-1.5	5
> O=c1c(O)c(-c2ccc(O)cc2O)oc2cc(O)cc(O)c12
  x	-62	105	2	95	x	2	13	0.2	13
> CC(=O)Nc1ccc(S(=O)(=O)c2ccc(N)cc2)cc1N
  x	5	85	-6	87	37	1	13	-2.1	10
> Cc1cc(OC(=O)c2cc(F)c(F)cc2Cl)nc(C)n1
  x	-26	112	-4	104	-12	0	12	-0.1	5
> CCC(C)C(=O)Nc1ncc2c(n1)CC(c1cccs1)CC2=O (stereo not given)
  x	-30	82	-6	90	-3	0	-5	-2.5	31
> COc1cc(CNc2ccc(CNc3ncn[nH]3)cc2)cc(Cl)c1OCc1ccccc1
  3	-23	68	2	66	16	0	-4	-1.5	16
> N#C/C(=C\c1cccc([N+](=O)[O-])c1)c1nnc2n1CCCCC2
  -6	-11	42	19	43	x	1	15	-4.9	7
> CNC(=O)C1CCN(C(=O)c2ccc(-c3ccccc3)cc2)CC1
  x	-11	102	-11	101	18	2	-15	-1.2	7
> N#Cc1c2c(c(Nc3ccc(O)cc3)n3c1nc1ccccc13)CCC2
  -3	-24	49	2	50	x	3	-6	-4.4	15
> COc1ccc(-n2c(Cc3cc(=O)[nH]c(=O)[nH]3)nnc2SCC(=O)N2CCCC2)cc1
  0	25	90	-7	109	x	0	-3	-1.2	11
> COC(=O)Cc1c(C)nc2nc(-c3ccc(Cl)cc3)[nH]n2c1=O
  0	11	99	-6	92	-3	2	5	-0.9	21
> O=C(CC1SC(=Nc2ccccc2)N(CCc2ccccn2)C1=O)Nc1ccc(F)cc1 (stereo not given)
  -9	-21	62	-2	75	-1	0	6	-2.8	2
> CC(C)(C)OC(=O)NCCc1nnc(SCc2ccc(Cl)cc2Cl)o1
  x	-17	75	-5	65	-13	7	7	-2.4	14
> COCCOC(=O)C1=C(C)Nc2nc(C)nn2C1c1ccc(F)cc1 (stereo not given)
  -2	-33	91	-17	104	x	3	2	-2.6	2
> CN1CCCCc2c1[nH]c1ccccc1c2=O
  -5	-34	99	1	93	14	4	1	-4.0	5
> Cc1cccc(N2C(=O)CC(Sc3ccccc3C(=O)O)C2=O)c1 (stereo not given)
  -6	-28	100	8	96	x	-1	4	3.0	2

# A different layout for part of the listing above:
molecule: O=C(c1cnn2c(C(F)F)cc(C3CC3)nc12)N1CCCC1
  Phagocytosis inh = -1
  Yeast growth inh = -4
  HCT116 PTEN-null = 96
  Yeast life ext = 107*
  bCat KO growth = 107
  E-sel TNF inh = 3
  NPY-Y2 antag = 2
  GALR2 blocker = -11
  MRP-1 activ = -0.4
  Measles CPE = 11
molecule: O=C(COC(=O)c1ccc(N2CCOCC2)c([N+](=O)[O-])c1)Nc1ccc2c(c1)OCO2
  Phagocytosis inh = -6
  Yeast growth inh = -21
  HCT116 PTEN-null = 97
  Yeast life ext = -1
  bCat KO growth = 95
  E-sel TNF inh = x
  NPY-Y2 antag = 6
  GALR2 blocker = -10
  MRP-1 activ = -1.7
  Measles CPE = 5
molecule: COc1cccc2cc(C(=O)N3CCN(c4ccc(C)cc4C)CC3)c(=O)oc12
  Phagocytosis inh = 1
  Yeast growth inh = -18
  HCT116 PTEN-null = 88
  Yeast life ext = -8
  bCat KO growth = 89
  E-sel TNF inh = x
  NPY-Y2 antag = 5
  GALR2 blocker = -3
  MRP-1 activ = -1.8
  Measles CPE = 7
molecule: Cc1cc2cc(CN(Cc3ccco3)S(=O)(=O)c3c(C)ccc4nsnc34)c(=O)[nH]c2cc1C
  Phagocytosis inh = x
  Yeast growth inh = -49
  HCT116 PTEN-null = 82
  Yeast life ext = -23
  bCat KO growth = 89
  E-sel TNF inh = 24
  NPY-Y2 antag = -1
  GALR2 blocker = -1
  MRP-1 activ = -3.8
  Measles CPE = 12
